GLP1R ag: qHTS of GLP-1 Receptor Agonists; AID 624172, 2012; 380,000 tested, 0.007% active; Glucagon-like peptide 1 receptor (Homo sapiens), P43220; Potency, µM (highest dose often 45.6 µM), inactives show at the top dose activation, actives largely listed as activators; HEK293 GLP-1R CRE-luciferase, luminescence, 4-6 h; cells express a hypersensitive GLP-1R form; note: potency is the fitted concentration of half-maximal effect; % of control where 0% means no effect
Target sequence (P43220 whole entry, looked up): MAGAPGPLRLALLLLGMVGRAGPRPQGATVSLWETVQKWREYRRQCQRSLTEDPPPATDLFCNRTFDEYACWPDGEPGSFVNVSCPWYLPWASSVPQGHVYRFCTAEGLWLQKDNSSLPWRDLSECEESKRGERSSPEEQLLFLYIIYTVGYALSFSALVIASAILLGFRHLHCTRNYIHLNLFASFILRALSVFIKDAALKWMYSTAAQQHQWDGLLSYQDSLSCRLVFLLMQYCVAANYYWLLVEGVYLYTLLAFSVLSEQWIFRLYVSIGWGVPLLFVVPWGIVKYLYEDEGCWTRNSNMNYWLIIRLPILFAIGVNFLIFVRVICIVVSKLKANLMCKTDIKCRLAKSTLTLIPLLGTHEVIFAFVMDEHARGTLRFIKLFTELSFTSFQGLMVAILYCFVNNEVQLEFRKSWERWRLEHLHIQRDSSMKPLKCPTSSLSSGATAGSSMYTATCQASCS
IL-1B inflam inh: qHTS for Inhibitors of Inflammasome Signaling: IL-1-beta AlphaLISA Primary Screen; 360,000 tested, 4.7% active; activity change, % at 57.5 µM; THP-1 LPS/ATP IL-1B secretion, AlphaLISA, 16 h; stronger effect = lower value; AID 743279, 2014; in the data active = activity change below about -50%; inconclusive = mostly about -30% to -49%; note: % is set by controls: 0 for no effect and ±100 for the full control effect
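THP-1 cells pretreated 1 hr with compounds (up to 57.5 uM final), then stimulated with LPS (250 ng/mL final) plus ATP (1.25 mM final); secreted IL-1B measured by AlphaLISA after 16 hr, decreased signal indicating inhibition.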
HT1080-NT tox: qHTS for induction of synthetic lethality in tumor cells producing 2HG: qHTS for the HT-1080-NT fibrosarcoma cell line; HT-1080-NT fibrosarcoma viability, CellTiter-Glo ATP luminescence, 48 h; Potency, µM (series often up to 46.1 µM), for inactives: top-dose activity, negative = less viability, actives largely listed as cytotoxic; 360,000 tested, 1.6% active; AID 686970, 2013;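 note: NT is the 2HG producing partner of a matched IDH1 knockdown line; potency is the fitted concentration of half-maximal effect; 0% = DMSO-treated cells and -100% = media-only wells without cells; nearly all actives have a fitted effect of over 55% in size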
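Viability by CellTiter-Glo luminescence after 48 h compound exposure at 37C of HT-1080-NT cells (750/well, RPMI, 5% FBS). % activity scaled between DMSO wells and medium-only wells, then curve-fitted and categorized by curve class.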
DRD3 antagonist: qHTS of D3 Dopamine Receptor Antagonist: qHTS. D3R cells, DiscoveRx beta-arrestin luminescence, antagonist mode; stronger effect = lower value. max response, negative = inhibition, %. 360,000 tested, 2.5% active. AID 652054, 2013; in the data active = max response below about -50%; inconclusive = no clear call, values can overlap the other calls; note: % is set by controls: 0 for no effect and ±100 for the full control effect; mostly tested at two doses, the higher about 12 µM
Target sequence (P35462 whole entry, looked up): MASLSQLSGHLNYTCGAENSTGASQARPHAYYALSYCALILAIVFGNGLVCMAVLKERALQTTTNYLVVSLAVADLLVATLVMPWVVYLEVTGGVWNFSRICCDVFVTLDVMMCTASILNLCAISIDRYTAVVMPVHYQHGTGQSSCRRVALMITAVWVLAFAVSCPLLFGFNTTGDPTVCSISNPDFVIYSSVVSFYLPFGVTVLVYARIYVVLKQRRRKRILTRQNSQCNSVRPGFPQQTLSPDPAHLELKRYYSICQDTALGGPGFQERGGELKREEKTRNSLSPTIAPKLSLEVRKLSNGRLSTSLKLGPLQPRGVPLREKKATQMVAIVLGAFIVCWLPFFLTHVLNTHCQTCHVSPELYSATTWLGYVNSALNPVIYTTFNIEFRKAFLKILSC
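Cells expressing the human receptor were seeded at 1500 cells/well, incubated overnight at 37 degrees C in 5% CO2, then exposed to library compounds with dopamine controls for 90 minutes at 37 degrees C before luminescent detection.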
SW480 rereplic: A quantitative high throughput screen for small molecules that induce DNA re-replication in SW480 colon adenocarcinoma cells; 340,000 tested, 1.8% active; SW480 DNA re-replication, Hoechst DNA content imaging, 48 h; Potency, µM (highest dose often 46.1 µM), without a hit: top-dose re-replication activation, most hits filed as activators; note: potency is the fitted concentration of half-maximal effect; % of control where 0% means no effect; nearly all actives have a fitted effect of over 55% in size
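Compounds, transferred as 23 nL by pin tool, were incubated with cells for 48 hr; DNA content per nucleus was then quantified by Hoechst staining and fluorescence plate imaging.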
HT1080 IDH1KD tx: qHTS for induction of synthetic lethality in tumor cells producing 2HG: qHTS for the HT-1080-IDH1KD cell line | Potency, µM (series often up to 46.1 µM), without a hit: top-dose activity, negative = toxicity, usual class: cytotoxic | 360,000 tested, 2% active | AID 686971, 2013 | HT-1080 IDH1 knockdown viability, ATP luminescence, 48 h;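 note: potency is the fitted concentration of half-maximal effect; 0% = DMSO wells and -100% = cell-free medium wells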
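In this qHTS, HT-1080 cells depleted of IDH1 are exposed for 48 h at 37 °C to compound titrations. Toxicity is scored from CellTiter-Glo luminescence, with DMSO as full viability and medium alone as none.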
KB-3-1 cytotox: qHTS assay for MDR1-selective chemotherapeutics: Primary screen using the parental adenocarcinoma cell KB-3-1; KB-3-1 viability, CellTiter-Glo ATP luminescence, 72 h; Potency, µM (highest dose often 46.1 µM), for the others: at the top dose activity change, negative = cytotoxic, usual class: cytotoxic; 400,000 tested, 1.4% active; AID 1347075, 2019; note: potency is the fitted concentration of half-maximal effect; % is set by controls: 0 for no effect and ±100 for the full control effect; nearly all actives have a fitted effect of over 60% in size
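Screening of KB-3-1 cells (DMEM, 10% FBS, phenol-red free) ran from lowest to highest compound concentration; after 72 h at 37 °C viability was read luminescently and curves fitted.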
KB-V1 cytotox: qHTS assay for MDR1-selective chemotherapeutics: Primary screen using the drug-selected MDR subline cells KB-V1 | Potency, µM (titrated, usually from 46.1 µM), for inactives: at the top dose activity change, negative = cytotoxicity, usual class: cytotoxic | KB-V1 MDR cells viability, CellTiter-Glo, 72 h | 400,000 tested, 3.4% active; note: potency is the fitted concentration of half-maximal effect; % is set by controls: 0 for no effect and ±100 for the full control effect; nearly all actives have a fitted effect of over 60% in size
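Drug-selected KB-V1 cells, grown in DMEM lacking phenol red with 10% FBS, receive compound titrations; after three days at 37 degrees C, surviving cell ATP is quantified by CellTiter-Glo luminescence and responses normalized and curve-fitted.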
D3 ag: qHTS of D3 Dopamine Receptor Agonist: qHTS; D3R DiscoveRx beta-arrestin cells, luminescence, 90 min; max activation, %; 410,000 tested, 0.58% active; AID 652048, 2013; in the data active = max activation above about 30%; note: 0% is about no effect; mostly tested at two doses, the higher about 12 µM
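Agonist mode: compounds and dopamine controls were applied to plated cells for 90 min at 37 degrees C after an overnight attachment at 1500 cells/well. Luminescent read-out followed 30 - 60 minutes at room temperature with DiscoveRx detection reagent.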
Numbers without * were called inactive; u = inconclusive; x = no result given; & = joins results of further samples; [ ] = another dose, or the depositor's remark. Unless noted, calls come from the whole dose curve; as a rule, active = well fitted curve in the direction sought with a large enough effect; inconclusive = small, poorly fitted or top-dose-only effect, or another doubt; inactive = no such curve, though single readings can be large; an effect the other way counts as inactive or inconclusive.

SMILES	GLP1R ag	IL-1B inflam inh	HT1080-NT tox	DRD3 antagonist	SW480 rereplic	HT1080 IDH1KD tx	KB-3-1 cytotox	KB-V1 cytotox	D3 ag
C/C(=N\NC(=O)c1ccc(F)cc1)c1cccc(NC(=O)c2ccco2)c1	16%	u	22%	21	-7%	15%	-3%	-4%	2
O=C(NC1CCCC1)C1C2C=CC(C2)C1C(=O)N1CCOCC1 (stereo not drawn)	-6%	-15	17%	1	-1%	1%	14%	1%	-1
O=C(NCc1ccncc1)Nc1ccc(F)cc1	2%	-1	1%	-4	1%	-9%	-1%	-23%	2
Cc1ccc2c(Cl)c(C(=O)Nc3ccc4c(c3)OCO4)sc2c1	-6%	-4	22%	3	21µM*	23%	13%	24%	2
COc1ccc(Cl)cc1NC(=O)NNC(=O)c1ccccn1	8%	-14	-10%	-17	16%	-2%	-26%	-17%	-8
O=C(O)c1cccc(CSc2nnc(COc3ccccc3)o2)c1	-2%	16	9%	71	-10%	1%[9.24 µM]	3%	-12%	-11
N#CC(c1ccccc1)C(CC(=NO)c1ccccc1)c1ccccc1 (stereo not drawn)	-6%	u	u	8	x	-26%	-3%	u	2
COc1ccc(NC(=S)NCCN2CCOCC2)c(OC)c1	3%	10	9%	u	1%	15%	-4%	-11%	2
Cc1nn(CC(=O)NCCCN2CCCCC2C)c(=O)c2cccn12 (stereo not drawn)	-6%	9	12%	6	u	11%	9%	4%	7
O=c1[nH]c2ccccc2cc1-c1nnn(-c2ccc(Cl)c(Cl)c2)n1	-3%	4	2%	3	-9%	1%	-7%	0%	1

The closing 4 records of the section above open the next one.
SMILES	GLP1R ag	IL-1B inflam inh	HT1080-NT tox	DRD3 antagonist	SW480 rereplic	HT1080 IDH1KD tx	KB-3-1 cytotox	KB-V1 cytotox	D3 ag
N#CC(c1ccccc1)C(CC(=NO)c1ccccc1)c1ccccc1 (stereo not drawn)	-6%	u	u	8	x	-26%	-3%	u	2
COc1ccc(NC(=S)NCCN2CCOCC2)c(OC)c1	3%	10	9%	u	1%	15%	-4%	-11%	2
Cc1nn(CC(=O)NCCCN2CCCCC2C)c(=O)c2cccn12 (stereo not drawn)	-6%	9	12%	6	u	11%	9%	4%	7
O=c1[nH]c2ccccc2cc1-c1nnn(-c2ccc(Cl)c(Cl)c2)n1	-3%	4	2%	3	-9%	1%	-7%	0%	1
COc1ccc(/C=C(\NC(=O)c2ccc(C)cc2)C(=O)Nc2c(C)n(C)n(-c3ccccc3)c2=O)cc1	5%	-5	6%	5	-3%	9%	1%	29%	3
CC(=O)Nc1ccc(S(=O)(=O)NCC(=O)OCC(=O)Nc2sccc2C(N)=O)cc1	-3%	-19	-7%	u	1%	-1%	0%	-8%	-6
CSC1=C(C#N)C(CC(C)C)C2=C(CCCC2=O)N1 (stereo not drawn)	-5%	27	2%	10	-2%	-15%	1%	-12%	1
CCCCCCNC(=O)c1cc(-c2ccco2)nc2ccccc12	-1%	8	-1%	-22	2%	0%	u	3%	1
Cc1ccc(NC(=S)NC2CC3CCC(C2)N3Cc2ccco2)c(C)c1 (stereo not drawn)	-1%	-4	u	-10	4%	-19%	1%	-15%	-15
COc1c(C)cc(S(=O)(=O)NCCN2CCOCC2)c(C)c1C	2%	21	14%	9	-5%	6%	-2%	27%	1
COc1ccc(O)c(CN2CC3CCC(CC3)C2)c1	1%	-9	8%	-1	-6%	7%	4%	13%	-2
CN(C)c1ccc(/C=N/Nc2nncc3ccccc23)cc1	2%	54	4%	13	9%[1.84 µM]	1%	-3%	0%	9
CCOc1ccc2nc(SCC(=O)N3c4ccccc4Sc4ccccc43)c(C#N)cc2c1	12%	0	10%	-16	4%	1%	0%	-28%	-7
COc1cccc(-c2nc3n(n2)C(c2ccc4c(c2)OCO4)C(C(N)=O)=C(C)N3)c1 (stereo not drawn)	35%	-7	0%	-19	-2%	-9%	1%	7%	2
C/C(=C\c1cc(C(=O)O)c(C)o1)CO	-2%	-7	-1%	-2	-1%	-2%	-3%	2%	-6
COc1c(NC(C)=O)c2c(c([N+](=O)[O-])c1OC)C(=O)OC2	1%	-3	-1%	-19	4%	6%	19%	19%	-4
Cc1nc(N)sc1-c1nnc(SCC(=O)Nc2ccccc2C(F)(F)F)n1C	-2%	-3	-1%	-1	-3%	0%	-3%	22%	-6
NC(=O)c1ncn([C@@H]2O[C@H](CNS(=O)(=O)c3cc4ccccc4s3)[C@@H](O)[C@H]2O)n1	-5%	13	5%	-2	-6%	4%	0%	0%	16
COc1ccc(NC(=O)CCC2COc3ccccc3O2)c(OC)c1 (stereo not drawn)	6%	-2	-4%	9	-8%	1%	-3%	-11%	0
Cc1ccc(N/C=C(\C2OC(=O)c3ccccc32)[N+](=O)[O-])c(C)c1 (stereo not drawn)	6%	-77*	1%	3	-2%	0%	15%	4%	-2
Cc1ccc(CNC(=O)c2ccccc2SCC(=O)NCC2CCCCC2)cc1	21%	0	-2%	16	x	-2%	-1%	u	3
CC1CCN(c2nc3c(c(=O)n(C)c(=O)n3C)n2Cc2ccccc2)CC1	19%	-62*	-14%	-26	u	-3%[9.24 µM]	-1%	0%	-14
CCC1(CC)C(=O)C2=C3C1[C@H](C(=O)OC)CC(C(=O)OC)C[C@H]3n1c(=O)n(C)c(=O)n1[C@H]2C (stereo partly drawn)	8%	26	3%	0	2%	1%	0%	-9%	8
CNC(=O)COC(=O)c1ccc(OCC(=O)Nc2ccccc2OC)c(OC)c1	3%	9	11%	-5	-11%	9%	20%	1%	-4
COc1ccc(CCNC(=O)c2cccc([N+](=O)[O-])c2)cc1OC	10%	x	u	6	9%	u	15%	-3%	-9
CN(C)S(=O)(=O)N1CCN(c2cc(Cl)ccc2Cl)CC1	-7%	-21	3%	-5	-7%	10%	0%	-14%	-4
Cc1ccc(C)c(N2CCN(S(=O)(=O)c3ccc4[nH]c(=O)ccc4c3)CC2)c1	-1%	5	-7%	18	0%	-17%	-9%	-24%	1
COc1cc(OC)cc(C(=O)NNC(=O)CCNS(=O)(=O)c2ccc(C)c(C)c2)c1	-5%	5	2%	14	-2%	2%	26%	u	-2
CC(=O)Nc1ccc(CN2CCC(N3CCC(C(=O)NC4CC4)CC3)CC2)cc1	5%	-9	1%	0	x	0%	4%	23%	1
Cc1ccc2nc(-c3ccc(NC(=O)CCN4C(=O)c5ccccc5C4=O)cc3)sc2c1	-18%	11	0%	-5	-1%	-3%	-1%	0%	-4
CCN1CCN(C(c2cccnc2)c2c(NC(=O)c3ccco3)sc(C)c2C)CC1 (stereo not drawn)	2%	u	-1%	0	-32%	0%	-13%	-32%	3
O=c1onc(-c2ccccc2Cl)n1-c1ccccc1Cl	-3%	16	-2%	20	-1%	9%	-11%	-3%	14
CC1CCCCC1NC(=O)c1cc(Cl)nc2ccccc12 (stereo not drawn)	-2%	22	0%	17	x	0%	-3%	0%	0
CC(Sc1ccc(S(=O)(=O)N2CCOCC2)cn1)c1ccccc1Cl (stereo not drawn)	17%	-3	-17%	u	19%	-12%	-20%	0%	-7
Cc1ccc(NC(=O)C2CCCNC2=O)nc1 (stereo not drawn)	-9%	5	9%	18	-2%	3%	14%	9%	2
COc1cccc(C(=O)NOCc2ccc(C)cc2)c1OC	4%	15	0%	-11	1%	-2%	6%	-1%	-1
C=CCNCCOc1c(C)cc(C)cc1Cl	8%	12	4%	u	0%	-5%	18%	3%	-3
COc1ccc(OCCC(=O)Nc2ccccc2)cc1	0%	10	14%	0	-3%	8%	-1%	2%	3
CCCS(=O)(=O)NC(=O)C1(C)CCCN(C(=O)CCc2cccs2)C1 (stereo not drawn)	-6%	16	29%	-16	x	10%	0%	3%	2
COc1cc(/C=N/NC(=O)c2cc(-c3ccccc3C)nc3ccccc23)cc(OC)c1O	28%	-26	-7%	12	-14%	-16%	-3%	17%	7
COC(=O)c1cn(Cc2cccc(C)c2)nn1	-5%	-4	13%	-16	1%	7%	8%	-14%	2
CCOC(=O)c1c(C=O)c(C)n(Cc2ccc(Cl)cc2)c1C	9%	-17	1%	-23	1%	-13%	-24%	3.7µM*	-4
CCC[N+]1(CC#CC(O)(c2ccccc2)C2CCCCC2)CCCCC1 (stereo not drawn)	1%	-14	7%	-54*	-15%	10%	-19%	0%	-45
COCCN1C(=O)c2[nH]nc(-c3ccccc3O)c2C1c1ccc(OC)cc1 (stereo not drawn)	20%	-24	-2%	-9	-98%[inhibitor]	-17%	-6%	-25%	-1
O=[N+]([O-])c1cc(/C=N\Nc2nc(-c3ccccc3)cs2)ccc1O	3%	-15	-21%	-9	7%	u	-20%	6%	2
O=C1CN(Cc2nc3cc(Cl)ccc3c(=O)[nH]2)CCN1	3%	24	-10%	-18	1%	-9%	0%	-10%	3
C=CCc1ccc(OCCCCN2CC(C)OC(C)C2)c(OC)c1 (stereo not drawn)	0%	0	2%	-69*	-4%	5%	5%	u	-6
CSc1nc2ccc3nc(NC(=O)C4COc5ccccc5O4)sc3c2s1 (stereo not drawn)	0%	-21	-23%	92	-5%	-6%	u	-9%	15
CCC1CN(C(=O)NCc2ccc(C)cc2)c2cc(C)ccc2O1 (stereo not drawn)	0%	0	4%	1	11%	9%	-1%	2%	-5&4
CCOC(=O)Nc1cccc(C(=O)O)c1	-10%	11	28%	53	0%	17%	4%	u	3
